Compound activity from PubChem.
mcGAS MS inh – blocks mouse cGAS cGAMP production; inhibition, % at 12.5 µM; recombinant mouse cGAS, cGAMP by RapidFire MS; Q8C6L5; 130,000 tested, 0.18% active; AID 1259397;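 active = inhibition of cGAS enzyme activity at or above 60%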;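 note: enzyme stimulated by 45 bp dsDNA with ATP and GTP substrates; cGAMP share of summed cGAMP plus half ATP and half GTP signals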
Target sequence (Q8C6L5 whole entry, looked up): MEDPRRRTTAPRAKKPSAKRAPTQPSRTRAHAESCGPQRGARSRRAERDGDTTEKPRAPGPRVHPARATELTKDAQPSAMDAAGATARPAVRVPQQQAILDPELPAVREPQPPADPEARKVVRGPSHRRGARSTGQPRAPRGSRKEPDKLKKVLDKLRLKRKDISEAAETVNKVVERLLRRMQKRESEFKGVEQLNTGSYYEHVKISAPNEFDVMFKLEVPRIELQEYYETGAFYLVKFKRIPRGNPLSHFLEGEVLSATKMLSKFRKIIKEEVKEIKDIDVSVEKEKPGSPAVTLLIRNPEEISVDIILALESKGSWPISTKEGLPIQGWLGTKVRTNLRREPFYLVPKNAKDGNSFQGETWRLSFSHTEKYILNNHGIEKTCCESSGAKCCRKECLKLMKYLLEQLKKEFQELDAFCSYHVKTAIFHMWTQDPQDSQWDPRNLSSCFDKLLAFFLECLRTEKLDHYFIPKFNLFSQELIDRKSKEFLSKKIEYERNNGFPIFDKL
Starred values were filed as active, the others as inactive; & = joins results of further samples. The list is partial, so the mix of outcomes need not match the whole.

SMILES | mcGAS MS inh
O=[N+]([O-])C1=Cc2ccccc2OC1c1ccc2c(c1)OCO2 (stereo not given) | -3
Cc1nc(C)c(CNc2ccn(CCc3ccncc3)n2)s1 | -3
COc1ccc(OC)c(C2NC(=O)CCC2[N+](=O)[O-])c1 (stereo not given) | 2
Cc1ccc(/C=N\Nc2nnc(C)n2N)cc1 | 2
COc1ccc(N2CCCN(C(=O)c3cc(Cl)c[nH]3)CC2)cc1 | -2
COc1ccc(C(C)(NC(C)=O)c2nc(-c3cccc4cccnc34)cs2)cc1 (stereo not given) | 6
O=C(c1cc2n(n1)CCNC2)N1CCCC(OCc2ccccn2)C1 (stereo not given) | -11
N=C1c2c(cc(=O)n3c2[nH]c2ccccc23)CN1Cc1ccco1 | -8
Cc1cccc(NS(=O)(=O)c2cc(S(C)(=O)=O)ccc2Cl)c1C | -7
COc1cc(CN2C(=O)NC3(CCCCCC3)C2=O)ccc1OC(F)F | -4
CC(=O)Nc1cccc(C(=O)Nc2ccc(S(=O)(=O)NC(C)C3CC4CCC3C4)cc2)c1 (stereo not given) | 1
CCOC1(OCC)C(c2ccccc2OC)C(C#N)(C#N)C1(OCC)OCC (stereo not given) | -2
O=C(c1cccc(Cn2cccn2)c1)N1CC(c2ccncc2)C1 | 0
CCc1nc2sc3c(NCCN(C)C)ncnc3c2c2c1CCCC2 | -28
COc1ccc(N(C2C=CS(=O)(=O)C2)S(=O)(=O)c2ccc(F)cc2)cc1 (stereo not given) | 0
CC(C)c1ccccc1NC(=O)CN1c2ccccc2CC1C (stereo not given) | -17
O=C(CC1CCC(=O)N1)NCc1ccc2[nH]c3c(c2c1)CCCCCC3 (stereo not given) | 1
CC(=O)[C@H]1CCC2C3C=CC4=CC(=O)CC[C@@]4(C)C3CC[C@@]21C (stereo not given in full) | 3
O=c1c2cnn(CCO)c2ncn1Cc1ccccc1 | -9
CNC(=O)c1c(NC(=O)Cc2ccc(C)cc2C)sc(C)c1C | -6
C=CCNC(=O)N(CC1CCCO1)C1CCCC1 (stereo not given) | 0
CC1Sc2ccc(C#N)cc2N(Cc2ccc(S(C)(=O)=O)cc2)C1=O (stereo not given) | -5
COC(=O)Cn1c(=N)n(Cc2ccccc2)c2ccccc21 | -2
CC(C)C(NS(=O)(=O)c1ccc(S(=O)(=O)N2CCCCC2)cc1)c1nccn1C (stereo not given) | -3
CCCCC1C=CCN1C(=O)c1c(O)cccc1O (stereo not given) | -14
(next part)
SMILES | mcGAS MS inh
O=C(CCC1CCCN(Cc2cccc3cccnc23)C1)NC1CC1 (stereo not given) | -4
NC(=O)c1nccnc1C(=O)NC1CC1c1c(F)cccc1Cl (stereo not given) | -6
O=C1CCC([N+](=O)[O-])C(c2ccc(-c3ccccc3)cc2)N1 (stereo not given) | -19
O=S(=O)(NCCN1CCCC1Cc1ccccc1)c1ccccc1 (stereo not given) | -2
Oc1oc(-c2ccccc2)nc1C=Nc1ccccc1 | -5
COc1cc(C)ccc1S(=O)(=O)NC(=O)C1(C)CCN1C(=O)c1cccc2ccccc12 (stereo not given) | -10
COc1ccc(NC(=O)CCN2C(=O)NC3(CCCC3)C2=O)cc1S(=O)(=O)N(C)C | 1
O=C1C2OCC(O2)C2C1[C@H]2C(=O)c1ccc(Cl)cc1 (stereo not given in full) | -6
COC(=O)c1ccc(CN2CCCC(C(=O)Nc3ccc(-c4ccn[nH]4)cc3)C2)cc1 (stereo not given) | -3
CN(Cc1ccc2c(c1)OCCO2)C(=O)c1cc(C2CC2)nn1C(C)(C)C | 1
CCN(Cc1ccc(F)cc1)C(=O)CC(=O)Nc1ccc(C)cc1 | -17
Cn1cc(I)c(C(=O)NC(=S)N2CCSCC2)n1 | -11
CC(=O)Oc1ccccc1Cn1c(C)c(C(=O)NCc2ccc3c(c2)OCO3)sc1=O | -8
COc1nc(Cl)cn(-c2ccc(C)cc2)c1=O | -3
Nc1ccc(C(F)(F)F)cc1[N+](=O)[O-] | 2
O=C(c1ccco1)N1CCC(NS(=O)(=O)c2c(Cl)cccc2Cl)CC1 | 0
COc1cccc(SC(C)C(=O)NC2CCCC2)c1 (stereo not given) | 0
NCC1Cc2cc(-c3cncc(C(=O)N4CCOCC4)n3)cc(Cl)c2O1 (stereo not given) | -6&8
COC(=O)c1ccc(Cl)c(NC(=O)c2ccc(Br)cc2F)c1 | 4
COc1ccc(OC)c(S(=O)(=O)Oc2cccc3ccccc23)c1 | -40
COCC(NCC(=O)Nc1ccc(Cl)c(C)c1)c1ccnn1C (stereo not given) | -6
CCC(CO)Nc1nc(Nc2cc(C)ccc2C)c2nccnc2n1 (stereo not given) | 50
COc1ccc(C2Nc3ccccc3C(=O)N2c2ccccc2)cc1COc1ccc(NC(C)=O)cc1 (stereo not given) | -2
COc1cc(OC)c(C(=O)OC2CC(C)CC(C)C2)cc1OC (stereo not given) | -30
CC(c1ccccn1)N(C)Cc1ccc(-c2ccccn2)cc1 (stereo not given) | 2
The list goes on.
SMILES | mcGAS MS inh
CCCCOc1ccc(-c2nc(C=Nc3ccc(I)cc3)c(O)o2)cc1 | -2
CN(Cc1nccn1CC(F)(F)F)c1ncnc2cc(Cl)ccc12 | -2
COc1ccc(OC2CCN(C(=O)C3CC3)CC2)c(C(=O)NCC[C@@H]2C[C@@H]3C=C[C@H]2C3)c1 | 2
Cn1c(C(=O)N2CCc3cnccc32)cc2cc(C(F)(F)F)ccc21 | 0
c1ccc(-c2ccccc2OCc2nnc3n2CCC3)cc1 | 29
Cc1nc(CCNC(=O)N2CCOCC2C)cs1 (stereo not given) | 0
CC(C)c1ocnc1C(=O)NCC(C)(O)C(C)C (stereo not given) | -5
Cc1ccc(C)c(NC(C)C(=O)N2CCN(c3ccccc3)CC2)c1 (stereo not given) | -4
c1ccc(-c2cc3c(-n4nnc(-c5cccnc5)n4)ncnc3s2)cc1 | -15
O=C(NCc1cccnc1-n1ccnc1)C1CCCN(Cc2ccco2)C1 (stereo not given) | -14
CC(C)(C)OC(=O)NC1CONC1=O (stereo not given) | -6
Cc1nc(CSCC(=O)Nc2ccc(CN3CCCC(C)C3)cc2)cs1 (stereo not given) | -6
CC(C)C(NC(=O)C1=Cc2ccccc2OC1)c1ccc(F)cc1 (stereo not given) | -2
COc1ccc(C(=O)CCC(=O)N2CCC(n3nccc3NC(=O)CC(C)C)CC2)cc1 | 6
CCN(CC)S(=O)(=O)c1ccc(C(=O)Nc2c3c(nn2-c2cccc(C)c2C)CSC3)cc1 | -5
NNCCc1ccccc1 | -5&-2&0&5
Fc1ccc(C2NC(=S)NC3=C2N2CCC3CC2)cc1 (stereo not given) | -4
CN1C(=O)C[C@@H](C(=O)N2CCN(c3c(Cl)cncc3Cl)CC2)[C@@H]1c1cccnc1 | -8
CC(=O)Oc1ccccc1Cn1cc(C(=O)NCc2ccco2)sc1=O | -11
O=C(CNc1ccc(SC(F)F)cc1)NCc1ccccc1Cl | -8
Cc1nc2c(c(=O)n1C)CCN(C(=O)C[C@@H]1C[C@@H]3C=C[C@H]1C3)CC2 | -3
O=C(CCC1(Cc2cccs2)CCC(=O)N1)NC1Cc2ccccc2C1 (stereo not given) | -10
CCOC(=O)C1(Cc2ccccc2C)CCCN(C(=O)CSc2nnc(C)s2)C1 (stereo not given) | 0&5
CCOC(=O)c1[nH]c(CSCC(=O)c2cc(C)n(C)c2C)c(C(=O)OCC)c1C | -5
Cn1c(=O)c2c(-c3cccc([N+](=O)[O-])c3)n(Cc3ccccc3)cc2n(C)c1=O | -26

Six entries already listed, arranged by SMILES length, high to low.
SMILES | mcGAS MS inh
CCN(CC)S(=O)(=O)c1ccc(C(=O)Nc2c3c(nn2-c2cccc(C)c2C)CSC3)cc1 | -5
Cc1cccc(NS(=O)(=O)c2cc(S(C)(=O)=O)ccc2Cl)c1C | -7
N=C1c2c(cc(=O)n3c2[nH]c2ccccc23)CN1Cc1ccco1 | -8
COc1ccc(N2CCCN(C(=O)c3cc(Cl)c[nH]3)CC2)cc1 | -2
O=C(CNc1ccc(SC(F)F)cc1)NCc1ccccc1Cl | -8
C=CCNC(=O)N(CC1CCCO1)C1CCCC1 (stereo not given) | 0

(more compounds)
SMILES | mcGAS MS inh
CC1(C)CC(=O)c2c(oc3ccc(NS(=O)(=O)c4cccc5ccccc45)cc23)C1 | -3
N#CC(C#N)=C/C=C(/Cl)c1ccccc1 | -4
O=C(Nc1cccc(OCc2cccnc2)c1)N1CCCC1 | -12
O=[N+]([O-])c1cc(C(F)(F)F)c(Cl)cc1Nc1ccc(F)c(Cl)c1 | -7
CN1CCC2(CC1)CN(Cc1cccnc1OCC(F)(F)F)CCN2C | -5
CCOC(C)c1n[nH]c(=O)n1Cc1cccs1 (stereo not given) | -31
N#Cc1cccc(NC(=O)c2ccccc2OC(F)F)c1 | -3
CNC(=O)CC(C)N(C)Cc1c(Cl)nc2c(C)cccn2c1=O (stereo not given) | -8
CC(C)(C)c1ccc(CSc2ncccc2C(=O)N2CCN(c3ccc(F)cc3)CC2)cc1 | -4
O=c1c(-c2cccs2)nc2ccccc2n1C1CCCCC1 | 4
CCN(CCn1cccn1)C(=O)c1ccc2nc(-c3cccc(OC)c3)oc2c1 | -6
O=C1CC(c2cccc(Cl)c2)Cc2nc3ncnn3cc21 (stereo not given) | -2
CNCC(=O)NCCc1nc(-c2ccccn2)no1 | -23
Cc1ccc2c(c1)CCCN2S(=O)(=O)c1ccc2[nH]c(=O)oc2c1 | 2
Cc1ccc(O)c(CN2CCC(C3(c4cccnc4)NC(=O)NC3=O)CC2)c1 (stereo not given) | -2
Cc1ccc(CN(C)C(=O)c2cc(C3CC3)nc3c2c(=O)[nH]n3C)c(C)c1 | -1
CC(c1ccc(F)cc1)S(=O)(=O)CC(=O)N(C)CC(F)(F)F (stereo not given) | 5
CCCCN1C(CCC)=NS(=O)(=O)c2cc(NC(=O)OC)ccc21 | -2
O=C(c1ccc(Br)cc1)N1CCCC(OCc2cccc(OC(F)(F)F)c2)C1 (stereo not given) | -2
C(=C\c1ccccc1)/CN(Cc1ccco1)C1CCCC1 | -19
Nc1nccc(-c2ccc(F)cc2Cl)n1 | -11
CCc1cc[n+](-c2nc3ccccc3nc2C(C#N)C#N)cc1 | 0
c1ccc(-c2nc(N3CCCC3)nc(-n3ccnc3)n2)cc1 | -20
CC(C(O)=C(C#N)c1nc2ccccc2s1)N1C(=O)c2ccccc2C1=O (stereo not given) | -4
Clc1ccc(CCN2COc3cc4c(cc3C2)OCO4)c(Cl)c1 | -12

2 of these compounds in a different format:
SMILES	mcGAS MS inh
Cn1cc(I)c(C(=O)NC(=S)N2CCSCC2)n1	-11
COc1cc(CN2C(=O)NC3(CCCCCC3)C2=O)ccc1OC(F)F	-4

(continued)
SMILES | mcGAS MS inh
CCn1cc(CNC(c2ccccc2)c2cccc(F)c2)cn1 (stereo not given) | -3
COc1ccccc1NC(=O)CCNC(=O)c1c(C)nc2sccn12 | -1
O=C(CCSc1ccccc1Cl)NCc1ccc(N2CCOCC2)nc1 | -8
COc1cccc(CN2CCN(c3ccc(Cl)c(Cl)c3)C(=O)C2C)c1 (stereo not given) | -9
O=C1C2C3CCC(C3NCc3ccccc3)C2C(O)N1Cc1ccccc1 (stereo not given) | -5
O=S1CC/C(=N/O)c2ccccc21 (stereo not given) | -13
CCCc1ccc(C(O)c2ncc(-c3ccccc3C)[nH]2)cc1 (stereo not given) | -4
CCCCOc1ccc(-c2ccc(C)cc2)cc1C(=O)O | -5
CN(C)S(=O)(=O)c1cccc(NS(=O)(=O)c2ccc3ccccc3c2)c1 | -1
CC(C)c1c(NS(=O)(=O)c2cccs2)c(=O)n(-c2ccccc2)n1C | -13
CN(Cc1cnccn1)c1nc2nonc2nc1N1CCCCCC1 | 0&3
CC(=O)NC(NC(C)=O)c1ccccc1F | -2
O=C(OCC(=O)N(C1CCCCC1)C1CCCCC1)c1ccco1 | -5
O=C(CCn1cnc2ccccc21)NN=Cc1ccccc1 | -3
O=C(CSc1nnc(-c2cccs2)o1)N(C1CCCC1)C1CCS(=O)(=O)C1 (stereo not given) | -7
CC(C)CN(Cn1[nH]c(C(C)(C)C)nc1=S)C1CC1 | -4
O=C(CN1CCC(O)CC1)N(Cc1ccccc1)c1ccccc1 | -4&11
Cc1ccc(S(=O)(=O)N2CCN(C(=O)NCCc3ccccc3)CC2)cc1 | 6
CS(=O)(=O)N(CC(=O)Nc1c(F)cccc1F)c1ccccc1 | -7
CCN(CC)C(=O)c1ccc(OCc2csc(-c3ccco3)n2)c(OC)c1 | -25
Cc1ccc(C(=O)NCc2nnc(SCC(=O)N3CCc4ccccc43)n2-c2ccc(F)cc2)cc1[N+](=O)[O-] | -8
Nc1cc(-c2cnc3ccccc3n2)c2cc[nH]c2n1 | -7
CC1CCCC(CCC#N)/C1=N\Nc1ccc([N+](=O)[O-])cc1[N+](=O)[O-] (stereo not given) | -2
O=C(Nc1cccnc1)NC(c1ccccc1)C1CCCC1 (stereo not given) | 15
CCc1csc(CNC(=O)c2ccc(NCC3CCCCN3C)nc2)n1 (stereo not given) | 0

An excerpt of these results, comma-delimited.
compound,mcGAS MS inh
c1ccc(-c2cc3c(-n4nnc(-c5cccnc5)n4)ncnc3s2)cc1,-15
CC(C)C(NC(=O)C1=Cc2ccccc2OC1)c1ccc(F)cc1 (stereo not given),-2
COc1ccc(OC)c(C2NC(=O)CCC2[N+](=O)[O-])c1 (stereo not given),2
CC(=O)Oc1ccccc1Cn1cc(C(=O)NCc2ccco2)sc1=O,-11

(cont.)
SMILES | mcGAS MS inh
NC(=O)CC12CC3CC(C1)CC(C(N)=O)(C3)C2 | -7
CCCC1=NN(C(C)=O)C(C(=O)Nc2cccc(CO)c2C)O1 (stereo not given) | -2
CCOc1ccc(Cc2nnc(Nc3cc(C)ccc3C)[nH]c2=O)cc1 | -6
CCC1CC(C)CN1C(=O)C1CSC(=O)N1 (stereo not given) | -7
CCCc1cc(C(=O)NCc2cccnc2N(C)C)ccn1 | -14
CC(C)(C)CC(=O)Nc1nc(-c2cc(F)ccc2F)cs1 | -15

2 entries drawn at random from the list so far, as already listed:
SMILES | mcGAS MS inh
NC(=O)CC12CC3CC(C1)CC(C(N)=O)(C3)C2 | -7
CCCC1=NN(C(C)=O)C(C(=O)Nc2cccc(CO)c2C)O1 (stereo not given) | -2
